Vif imaging – inhibitors of HIV Vif | HEK293T cells, Vif self-association by quenched fluorescence, imaging, 24 h | inhibition, % at 7.49 µM | 340,000 compounds, 0.35% hits; in the data active = inhibition above about 50%, passing the limit was not always enough; inconclusive = no clear call, values can overlap the other calls; inactive = below about 31%; also: some results filed as inactive read as strong as hits
NR2E3 ag-1 – NR2E3 (human) agonism; GST-NR2E3/biotin-RetCOR TR-FRET, 1536-well; 320,000 compounds, 0.12% hits; Q9Y5X4; AID 2300; inhibition of corepressor binding, % at 4.78 µM;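 active = percent inhibition above the cutoff of mean plus 3 SD of all tested compounds, set per screening campaign, cut at about 20% in these data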;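 also: 0% = DMSO wells and 100% = biotin wells as full block of FRET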
Target sequence (Q9Y5X4 whole entry, looked up): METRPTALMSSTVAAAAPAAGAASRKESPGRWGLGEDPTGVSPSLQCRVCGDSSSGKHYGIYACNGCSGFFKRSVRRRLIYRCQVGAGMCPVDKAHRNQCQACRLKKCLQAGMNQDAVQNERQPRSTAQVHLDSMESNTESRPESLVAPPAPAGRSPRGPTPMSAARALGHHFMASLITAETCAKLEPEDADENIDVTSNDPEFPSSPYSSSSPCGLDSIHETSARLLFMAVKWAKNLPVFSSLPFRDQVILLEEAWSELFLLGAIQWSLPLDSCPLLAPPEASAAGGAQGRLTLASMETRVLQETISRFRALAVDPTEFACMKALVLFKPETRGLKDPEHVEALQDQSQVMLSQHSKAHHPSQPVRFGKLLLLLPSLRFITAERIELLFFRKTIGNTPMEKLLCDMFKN
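Material – GST-tagged NR2E3 plus biotinylated RetCOR corepressor · Quantity – NR2E3 fusion 1.35 nM · Times – 5 h incubation at 4 °C · Medium – pH 7.5 Tris-based buffer · Technique – TR-FRET, Eu(K)-anti-GST donor, streptavidin-D2 acceptor, ex 340, em 617/671 nm · Benchmarks – high control biotin, low control 0.6% DMSO · Format – 1536-well plates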
HIF-2a inh – blocks HIF-2a reporter activity | 786-0 RCC cells HIF-2a reporter, luciferase luminescence, overnight | inhibition, % at 18.8 µM | 360,000 compounds, 0.72% hits | AID 624352;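 active = inhibition of the luminescence signal of 40% or more relative to plate controls, in a single-dose primary screen at 18.75 µM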
hiPSC survival – hiPSC single-cell survival enhancement; ATPlite luminescence; 100% = ROCK inhibitor wells, 0% = DMSO; survival enhancement, % at 20 µM; 360,000 compounds, 0.044% hits; in the data active = survival enhancement above about 18%;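 also: cells exposed to compounds for 16 hours before the ATP read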
CaV13 ICDI inh – Primary screen for inhibitors of IQ motif and Ca2+-dependent inactivation inhibitor domain binding in CACNA1D, Förster resonance energy transfer in living cells, …; HEK cells, CFP/YFP FRET ICDI-IQ, plate reader, 10 min; percent FRET-ratio fall versus neutral wells; inhibition, % at 12.3 µM; 340,000 compounds, 0.098% hits; AID 743397;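 active = mean replicate inhibition of at least 30% and at least 1% of replicates passing that level; inconclusive = only one of the two criteria is met; inactive = neither criterion is met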;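 also: 0% = median of the neutral control wells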
TRPM1 prom inh – MITF TRPM1 promoter inhibition in SK-MEL-5 cells; SK-MEL-5 TRPM1 promoter luciferase, 24 h; 330,000 compounds, 0.83% hits; inhibition, % at 12.5 µM;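 active = mean inhibition across replicates of 60% or more, whatever share of single replicates reaches that level; inconclusive = some that reach 60%, reason not given; inactive = mean inhibition across replicates below 60%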; also: values of inactives mirror those of a sister screen read the other way
NR2E3 ag-2 – agonists of human NR2E3 nuclear receptor; Q9Y5X4; CHO-S Gal4-NCOR/VP16-NR2E3 two-hybrid, luciferase; inhibition of corepressor binding, % at 3.98 µM; 360,000 compounds, 0.35% hits; AID 602229;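 active = inhibition above the mean of all tested compounds plus 3 SD, cut at about 70% in these data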;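 also: 0% = DMSO with NR2E3 transfected cells and 100% = cells lacking NR2E3 construct; higher means lower luciferase signal from less NR2E3 corepressor binding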
aDG glyco act – alpha-DG glycosylation activation; 360,000 compounds, 0.22% hits; AID 624168; Pro5-aDG cells, alpha-DG glycosylation AlphaScreen (IIH6); 0% Pro5, 100% B10-LARGE cell signal; activation, % at 10 µM;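 active = activation of at least 8% versus controls, or a plate z-score of at least 8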;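 also: Pro5 are CHO cells carrying HIG-tagged alpha-DG that lacks glycosylation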
PDI turbidity – PDI (human) enzyme inhibition | P07237 | PDI insulin aggregation turbidity, A650, 90 min | inhibition, % at 10 µM | 350,000 compounds, 0.052% hits;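 active = mean inhibition across replicates of 30% or more, whatever share of single replicates reach that level; inconclusive = mean inhibition below 30% while every single replicate reaches 30%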;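 also: absorbance from insulin aggregation driven by PDI reduction with DTT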
Target sequence (P07237 whole entry, looked up): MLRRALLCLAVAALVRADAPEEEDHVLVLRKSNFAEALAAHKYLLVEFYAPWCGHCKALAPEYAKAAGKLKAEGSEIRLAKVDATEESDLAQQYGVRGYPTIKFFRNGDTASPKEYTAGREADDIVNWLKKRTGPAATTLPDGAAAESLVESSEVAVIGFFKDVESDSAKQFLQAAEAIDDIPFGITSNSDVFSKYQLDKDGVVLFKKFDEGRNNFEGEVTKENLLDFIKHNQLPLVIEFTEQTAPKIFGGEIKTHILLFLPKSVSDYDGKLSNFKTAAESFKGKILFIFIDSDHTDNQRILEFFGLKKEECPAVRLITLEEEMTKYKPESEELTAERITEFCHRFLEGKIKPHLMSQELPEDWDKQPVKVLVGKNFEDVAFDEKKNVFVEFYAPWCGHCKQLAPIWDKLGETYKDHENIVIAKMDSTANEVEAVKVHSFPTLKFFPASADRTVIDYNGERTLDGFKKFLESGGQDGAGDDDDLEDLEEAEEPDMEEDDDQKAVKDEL
Exocytosis inh – lytic granule exocytosis inhibition; TALL-104 LAMP-1 surface exposure, flow cytometry; cells stimulated with thapsigargin and PMA; inhibition, % at 10 µM; 360,000 compounds, 0.66% hits; AID 651702;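 active = inhibition above about 55%, limit read from the data; inconclusive = no clear call, values can overlap the other calls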
Peg3 prom inh – Peg3 promoter activity inhibition; 360,000 compounds, 1.7% hits; inhibition, % at 20 µM; HeLa PEG-Prom luciferase reporter, luminescence, overnight;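 active = inhibition of at least 50% at 20 µM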
* marks the source's active call; other numbers are inactive results; ? = inconclusive; nt = not tested or not shown; & = joins results of further samples. Outcome played no part in choosing rows; any-hit rate near 3.5%.

SMILES	Vif imaging	NR2E3 ag-1	HIF-2a inh	hiPSC survival	CaV13 ICDI inh	TRPM1 prom inh	NR2E3 ag-2	aDG glyco act	PDI turbidity	Exocytosis inh	Peg3 prom inh
C=CCOC(=O)CCP(=O)(CCC(=O)OCC=C)c1ccccc1	9	0	10	1.8	0	3	-12	-0.3	-13	0	12
COc1ccccc1NS(=O)(=O)c1ccc(OC)c([N+](=O)[O-])c1	-6	-3	8	2.8	3	5	-11	-0.2	-2	-2	17
CCCCn1c2c(c3ccccc31)CCc1nonc1-2	nt	3	16	4.3	-7	nt	-10	0.0	-6	-4	17
Cc1cccc(Oc2nc3c(c(=O)n(C)c(=O)n3C)n2C)c1	5	-1	3	-0.7	4	5	-28	0.1	0	-4	-1
O=c1c2ccccc2oc2c1oc1ccccc12	2	nt	-206	-1.0	-6	-110	-108	-0.1	4	-2	-282
O=C(COc1ccccc1)Nc1ccc(S(=O)(=O)N2CCCCCC2)cc1	-2	0	26	1.1	-7	4	6	0.2	-1	-3	17
CC(C)CN1C(=O)C(=O)N(CC(=O)NC2CCCc3ccccc32)C1=O (stereo not given)	18	3	12	0.1	5	-19	-21	0.1	7	0	6
CCc1cn(C2CC(O)C(CO)O2)c(=O)[nH]c1=O (stereo not given)	-5	0	9	0.2	-2	11	-26	5.3	1	1	18
CCCOC(c1ccccc1)(c1ccc(C(F)(F)F)cc1)C(Oc1nc(C)cc(C)n1)C(=O)O (stereo not given)	8	1	8	-0.2	-21	-1	-21	0.0	6	-1	27
CNC(=O)NCCN1CCCC1=O	-7	2	13	1.7	nt	1	-1	0.1	2	-2	7
CN(c1ccc([N+](=O)[O-])cc1)c1cc2c(c3c1ccn3C)C1CCC2C1 (stereo not given)	-9	nt	-43	1.3	-10	nt	-34	0.0	nt	2	-31
C=C(C)CSc1nnc(-c2cc(OC)c(OC)c(OC)c2)n1N	11	1	13	-1.4	-3	0	-9	-0.1	11	0	-7
COc1cc(C)nc(OCCNC(=O)COc2ccc(Cl)cc2C)n1	-6	-3	7	0.6	-7	1	-17	0.1	0	2	14
CC(C)(C)NC(=O)C(c1ccc(F)cc1)N(CC1CCCO1)C(=O)c1csnn1 (stereo not given)	-7	-5	9	-0.4	-3	7	-5	-0.1	-26	-5	12
Cc1ccc(NC(=S)N/N=C/c2ccc([N+](=O)[O-])s2)cc1	-3	-3	-56	-1.9	-6	70*	8	-0.4	-23	8	6
CC(=O)N1N=C(N)SC1(C)C	16	1	-5	0.5	-4	2	-3	-0.4	9	15	-4
Cc1cc(Cl)c(C)c(S(=O)(=O)Oc2ccccc2NC(=O)CCC(=O)O)c1Cl	-10	1	3	2.0	-14	-2	-18	-0.1	-15	-3	7
CC(C)(C)C1CCc2onc(C(=O)Nc3ccc4c(c3)OCO4)c2C1 (stereo not given)	19	1	-21	-0.4	-7	-15	-25	-0.1	-11	-6	-23
COc1ccc(CCOC(=O)c2ccc(NC(=O)CC#N)cc2)cc1	7	4	-43	-0.3	-2	-3	-52	-0.2	-3	8	-36
O=C(CSc1ccc(Cl)cc1)N1CCN(c2ccc([N+](=O)[O-])cc2Cl)CC1	-16	1	-10	-2.2	-6	2	15	1.1	3	23	16
CC1(C(=O)N(c2ccccc2)C(C(=O)NC2CCCC2)c2ccccn2)CC(=O)N=C2C=CC=CN21 (stereo not given)	5	3	-19	8.3	nt	0	-5	0.1	8	0	-2
CCOc1ccc(NC(=O)CN(C)C(=O)CCCc2c[nH]c3ccccc23)cc1OCC	-3	-3	-2	0.8	-6	-4	-2	-0.1	4	1	-9
COc1ccc(CCNC(=O)/C=C/c2ccco2)cc1	5	-1	6	-0.9	-6	-18	-11	0.0	-2	14	-11
O=C(COc1cccc(Cl)c1)Nc1ccccc1N1CCCCC1	8	-4	19	-0.4	-2	11	-18	-0.1	-4	0	24
COc1ccc(-c2coc3c(C(=O)NCc4ccccc4)cccc23)c(C)c1	-12	nt	-19	0.9	-4	nt	9	1.1	3	3	8

The list goes on.
SMILES	Vif imaging	NR2E3 ag-1	HIF-2a inh	hiPSC survival	CaV13 ICDI inh	TRPM1 prom inh	NR2E3 ag-2	aDG glyco act	PDI turbidity	Exocytosis inh	Peg3 prom inh
O=C(OCC(=O)C12CC3CC(CC(C3)C1)C2)c1ccc(O)cc1	9	nt	-131	0.5	-6	-23	-16	-0.2	28	-3	-124
Cc1ccc(C(=O)/C=C/c2c(C)nn(-c3ccccc3)c2Cl)cc1	-7	nt	-82	-1.3	-5	-35	-23	0.1	0	-4	-122
COc1ccc(COC(=O)c2ccc(Cl)c(S(=O)(=O)N3CCOCC3)c2)cc1F	-5	1	5	-0.4	nt	1	-50	0.3	-3	0	31
Cc1csc(=O)n1CCC(=O)OCC(=O)c1c(N)n(CC(C)C)c(=O)n(C)c1=O	-16	2	-7	-0.6	-5	12	8	0.9	0	4	7
O=C(C1CC1)N1CCC(c2nc(-c3ccc(S(=O)(=O)N4CCCC4)cc3)no2)CC1	nt	0	-16	-0.9	-7	7	-3	0.0	-10	-2	22
CC1CCN(S(=O)(=O)c2ccc(NC(=O)[C@@H]3CCCN3C(=O)c3cccs3)cc2)CC1	8	4	9	-0.3	-4	1	-8	-0.3	0	8	10
CCC(CC)NC(=O)c1ccc2nc[nH]c2c1	42	-1	4	6.5	-6	-5	5	-0.3	12	-3	-3
COc1ccc(CN2CCC(Oc3cc(C(=O)NC4CC4)ccc3OC)CC2)c(O)c1	6	-1	5	2.7	-7	13	-12	-0.4	0	6	-8
O=C(O)c1ccccc1NC(=O)c1ccccc1Nc1ccccc1	-4	-3	-62	-0.5	-5	-9	1	0.1	-18	-2	4
CS(=O)(=O)N(CC(=O)N1CCCCCC1)c1cccc([N+](=O)[O-])c1	3	-2	19	-0.4	-26	8	11	0.0	-3	3	3
O=C(CSc1nnc(-c2ccccc2O)o1)Oc1ccc(Br)cc1	3	-1	26	-1.4	-10	-16	-10	-0.1	-5	8	-8
COc1ccc(OC)c(NC(=O)c2cn(C)c(=O)c3cc(OC)c(OC)cc23)c1	-3	2	5	-1.6	-4	6	7	0.2	4	3	18
O=C(O)c1ccccc1-c1nc2cc(Cl)ccc2c(=O)n1O	0	5	8	-0.4	-7	14	-15	0.0	-1	-2	12
c1ccc(CNc2ncnc3c2ncn3C2CCCCO2)cc1 (stereo not given)	-12	4	-149	-1.5	-5	-64	-53	-0.2	-2	1	-150
O=C1c2ccccc2C(=O)N1CN(C(=O)COc1ccccc1)c1ccccc1	-10	4	30	0.3	nt	4	-4	-0.2	-7	-1	-11
CCOC(=O)c1oc2ccccc2c1CSc1nnnn1-c1ccc(C)cc1	-7	0	-11	-0.5	nt	-8	0	0.1	12	16	30
O=[N+]([O-])c1ccc(-c2nc(Cl)c3c(n2)CCCC3)o1	-1	nt	-38	0.0	-3	nt	2	0.1	-10	-11	6
CN(C(=S)NC(=O)C1CC1)c1ccc(O)cc1	-6	6	-18	-0.5	-7	15	-4	-0.1	2	-1	25
N#Cc1cc(N)ccc1-n1cccc1	-2	3	11	-0.2	7	4	-5	0.0	1	4	-7
Nc1ccc(NC(=O)c2cccc(C(=O)Nc3ccc(N)cc3Cl)c2)c(Cl)c1	11	2	-7	0.3	-3	24	-41	-0.1	-6	?	18
O=C1N(c2ccccc2C(F)(F)F)OC1(Cc1ccccc1)c1ccccc1 (stereo not given)	nt	2	-9	-3.5	-6	14	2	1.3	0	-10	58*
COc1ccc(-c2nc(Cc3ccc(Cl)cc3)no2)cc1OC	-4	-2	-11	-4.3	nt	-2	-10	0.5	-2	0	-25
COc1ccc(CNCCc2ccc([N+](=O)[O-])cc2)c(OC)c1OC	43	1	13	-0.2	-2	-3	7	0.0	8	3	5
C=CCn1cc(C(=O)N2CCN(C)CC2)c(=O)c2cc(S(=O)(=O)N3CCCC3)ccc21	14	-2	7	-0.3	-2	-15	-10	-0.2	nt	8	0
COC(=O)c1ccc(N2OC3(C)C=CC2CC3)cc1 (stereo not given)	19	1	-148	-0.7	-4	-55	-57	0.0	-19	0	-167

More entries
SMILES	Vif imaging	NR2E3 ag-1	HIF-2a inh	hiPSC survival	CaV13 ICDI inh	TRPM1 prom inh	NR2E3 ag-2	aDG glyco act	PDI turbidity	Exocytosis inh	Peg3 prom inh
Cc1noc(C)c1COc1ccc(C(=O)OCC(=O)NCCN2C(=O)CSC2=O)cc1	17	0	11	-1.8	-3	-1	-6	-0.5	2	2	-1
COc1cc(SC)ccc1C(=O)N1CC(C)OC(C)C1 (stereo not given)	0	5	12	-1.4	-2	-1	-24	-0.1	4	4	4
O=[N+]([O-])c1ccc(O)c2ncccc12	-6&-5	-3	2	-1.6	-6	45	103*	-0.1	2	-4	41
Cc1ccc(OC(C)C(=O)Nc2ccc(S(=O)(=O)N3CCOCC3)cc2)cc1 (stereo not given)	11	2	14	0.5	-6	-2	5	-0.3	-5	1	10
O=C(O)C1CC=CCC1C(=O)Nc1ccccc1C(=O)N1CCN(c2ccc(Cl)cc2)CC1 (stereo not given)	6	2	14	0.9	-4	5	-1	-0.2	-10	1	12
Cc1ccccc1Oc1cc(NC(=O)Cn2cnc([N+](=O)[O-])c2)cc([N+](=O)[O-])c1	-18	1	20	-1.5	1	19	-8	0.1	-7	3	22
COC(=O)c1[nH]c2cc(OC)ccc2c1NC(=O)c1c(F)cccc1F	-16	-1	3	0.5	-5	6	-15	0.1	3	-5	3
CCOC(=O)N1CCN(C(=O)COc2cccc3c2CCN(Cc2cccc(C)c2)C3=O)CC1	2	0	7	2.1	-3	5	-20	0.0	3	-5	9
CC(=O)Nc1ccc(NC(=O)C2CCCN2C(=O)Nc2cccc(F)c2)cc1 (stereo not given)	18	4	14	-0.5	-5	8	-4	-0.1	-2	-9	-3
Cc1cc(C)cc(NC(=O)CN2CCCN(S(=O)(=O)c3ccc(Br)s3)CC2)c1	-5	1	-19	-1.1	-5	-8	-12	0.4	-3	0	24
C[C@@H]1CN([C@H](C)CO)C(=O)CCCn2nncc2CO[C@H]1CN(C)Cc1ccc(-c2ccccc2)cc1	-1	nt	4	0.6	-7	nt	-15	0.2	3	10	-15
Cc1cc(C)n(-c2ccc(C(=O)Nc3cccc(S(=O)(=O)N(C)C)c3)cc2)n1	-20	1	-3	2.7	-13	13	9	2.0	-2	-2	18
CCOc1ccc(C(=O)N2CCN(CCc3ccccc3)CC2)cc1OCC	-1	-1	20	0.0	-5	-4	8	0.0	-2	-2	9
COc1cc([C@H]2[C@@H]3CCCC[C@]3(O)CCN2CC(=O)Nc2ccc(C)cc2)ccc1O	16	1	0	2.3	-5	4	-14	-0.1	9	-1	-9
